S100A4 MyoIIA: inhibitors of human S100A4 binding to myosin IIA peptide | P26447 | S100A4/TAMRA-MyoIIA peptide fluorescence polarization | inhibition, % at 10.7 µM | 360,000 tested, 0.14% active;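 active = mean inhibition of at least 70% across replicates, with every replicate also reaching that level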
Target sequence (P26447 whole entry, looked up): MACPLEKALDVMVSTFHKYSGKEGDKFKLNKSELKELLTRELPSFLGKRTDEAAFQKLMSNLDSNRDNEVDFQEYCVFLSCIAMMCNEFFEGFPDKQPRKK
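Test system: S100A4 monomer protein; Medium: HEPES pH 7.2 with CaCl2, KCl, NaCl, DTT, Triton; Probe or stimulus: TAMRA-labelled myosin IIA heavy-chain peptide probe, 5 nM; Doses: one dose per compound; Times: polarization read 5 min after assay mix addition, stable 5–60 min; Benchmarks: neutral control DMSO, positive control TFP.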
RAD54 branch: inhibitors of human RAD54 branch migration; Q92698; RAD54 Holliday junction branch migration, FAM/BHQ fluorescence; inhibition, % at 10.4 µM; 360,000 tested, 0.14% active; AID 602329;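 active = mean normalized replicate activity at least 40 and at least half of replicates scoring 40 or more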;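 also: 0% = median of neutral control wells and 100% = median of positive control wells; inhibitors cause a drop in the FAM fluorescence signal; in these data hits start at about 50%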
ERp5 block: blocks human ERp5 reductase activity on insulin; inhibition, % at 9.99 µM; Q15084; ERp5 insulin aggregation, absorbance 650 nm, 90 min; AID 651711; 350,000 tested, 0.05% active;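 active = mean replicate inhibition above about 25%, with every replicate also reaching it, limit read from the data, passing the limit was not always enough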
esBAF inh: blocks esBAF chromatin remodeling in mouse ES cells; Bmi1-luciferase knock-in reporter, 24 h; 100% = twice the neutral-well signal; 350,000 tested, 2% active; reporter increase, % at 12.5 µM; AID 602393; in the data active = activation above about 40%;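 also: 0% = median of the plate's neutral control wells and 100% = double that signal; a rise in the Bmi1 reporter signal indicates esBAF inhibition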
Xi reactivation: reactivates the inactive X chromosome in mouse fibroblasts; XiGFP mouse fibroblasts, % GFP-positive cells imaging, 3 d; cells co-treated with 5-aza-dC sensitizer; scaled so ellipticine positive control = 100%; activation, % at 7.58 µM; 360,000 tested, 0.055% active;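 active = mean normalized replicate activation at least 10% and every replicate at or above 10%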;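 also: 0% = median of on-plate neutral control wells and 100% = ellipticine 6 µM median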
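Assay system: SV40-immortalized XiGFP fibroblast cells, line 68-5-11; buffer or medium: DMEM plus 5-aza-dC sensitizer; compound: one concentration, pinned; timing: compounds 3 days, fix/stain 15 min at room temperature; benchmarks: positive control ellipticine, 6 µM final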
RAD52 anneal inh: blocks human RAD52 DNA annealing. P43351. recombinant RAD52 DNA annealing, FRET fluorescence. inhibition, % at 18.7 µM. 360,000 tested, 0.46% active;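 active = every replicate showing at least 50% inhibition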
ERAP1 HTS inh: ERAP1 (human) enzyme inhibition; Q9NZ08; 340,000 tested, 0.15% active; recombinant ERAP1, Leu-AMC fluorescence, 60 min; inhibition, % at 10.7 µM; AID 652197;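 active = mean replicate inhibition of at least 30%, or all replicates individually reaching that 30% level; inactive = mean below 30% and not every replicate reaching it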;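 also: 0% = neutral control wells and 100% = L-leucinethiol positive control wells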
E-sel inducer: induces E-selectin expression in human endothelial cells | P16581 | activation, % at 7.58 µM | AID 686992 | HUVEC E-selectin immunofluorescence imaging; normalized: neutral wells 0, TNF-alpha wells 100 | 260,000 tested, 0.37% active;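 active = mean E-selectin-positive cell signal at least 10% of the positive control, reached in at least 60% of replicates, without over 20% cell loss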;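 also: in these data hits start at about 27%; measured in HUVEC primary endothelial cells; signal is the percent of cells scored E-selectin positive by PE staining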
Target sequence (P16581 whole entry, looked up): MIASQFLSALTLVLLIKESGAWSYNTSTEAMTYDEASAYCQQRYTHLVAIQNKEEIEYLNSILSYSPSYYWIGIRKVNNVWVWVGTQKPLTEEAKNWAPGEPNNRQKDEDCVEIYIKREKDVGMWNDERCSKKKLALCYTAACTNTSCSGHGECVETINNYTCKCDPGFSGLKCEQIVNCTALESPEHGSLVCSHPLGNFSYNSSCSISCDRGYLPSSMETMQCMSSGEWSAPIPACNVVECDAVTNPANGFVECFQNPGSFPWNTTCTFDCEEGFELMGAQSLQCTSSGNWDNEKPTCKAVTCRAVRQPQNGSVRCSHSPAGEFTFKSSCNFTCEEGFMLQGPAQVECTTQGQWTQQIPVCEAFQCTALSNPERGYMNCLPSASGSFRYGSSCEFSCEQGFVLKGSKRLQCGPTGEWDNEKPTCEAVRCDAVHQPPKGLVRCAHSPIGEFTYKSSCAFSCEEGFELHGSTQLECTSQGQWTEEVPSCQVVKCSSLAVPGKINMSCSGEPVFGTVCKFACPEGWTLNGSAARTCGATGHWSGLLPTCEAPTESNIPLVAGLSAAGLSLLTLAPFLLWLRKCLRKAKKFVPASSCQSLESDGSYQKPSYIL
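assay system = HUVEC, human umbilical vein endothelial cells | input = 3,000 HUVEC seeded per well | medium = EGM-2 growth medium on 0.1% gelatin-coated wells | dosing = one compound dose added by pin transfer | signal = immunofluorescence imaging | read-out basis = % PE-positive cells | control set = TNF-alpha, DMSO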
* marks the source's active call; other numbers are inactive results; . = not tested or not shown.

SMILES	S100A4 MyoIIA	RAD54 branch	ERp5 block	esBAF inh	Xi reactivation	RAD52 anneal inh	ERAP1 HTS inh	E-sel inducer
COc1ccc(CN2C(=O)c3cccnc3C2=O)cc1S(=O)(=O)N(C)c1ccc(C)cc1	13	-5	8	-2	0.0	-12	-1	0.0
CCc1ccccc1NC(=O)CCS(=O)(=O)c1ccc(Br)cc1	-8	-6	7	-6	0.0	-8	-1	0.2
CC(=O)N1CC[C@@H]2[C@@H](CO)Nc3ccc(-c4ccccc4)cc3[C@@H]21	-2	2	4	-3	0.2	-6	2	0.3
c1ccc2oc(NC3=NCN(C4CCCCC4)CN3)nc2c1	0	-9	1	.	0.6	-4	1	-0.1
Cc1cc(C)c2c(N)c(C(=O)N3CCc4ccccc4C3)sc2n1	-3	4	1	4	0.0	-24	-1	1.8
O=C(Nc1ccc(F)c([N+](=O)[O-])c1)C(=O)c1c(O)[nH]c2ccccc12	-2	.	-2	.	-0.5	-115	5	4.1
COc1ccc(N2C(=O)CC(NNc3nc4ccccc4s3)C2=O)cc1 (stereo unspecified)	-1	-7	0	.	0.0	-12	1	.
O=C(OCC(=O)N1CCCc2ccccc21)c1ccccc1OC(F)F	-2	-12	-7	5	0.2	-11	-3	0.2
S=C(Nc1ccc(Br)cc1)N1CCn2cccc2C1c1cccnc1 (stereo unspecified)	-1	.	3	.	0.0	-19	-4	2.6
FC(F)(F)c1ccccc1-n1c(-c2cnccn2)n[nH]c1=S	43	.	.	.	0.0	-10	3	.
O=C(COC(=O)C1COc2ccccc2O1)NC1CCCCC1 (stereo unspecified)	-17	4	-2	3	0.0	-5	-7	-0.1
CCOc1ccc2nc(N(CCN(C)C)C(=O)c3ccc4ccccc4c3)sc2c1	0	3	0	12	0.1	47	0	0.8
Cc1ccc2[nH]c(=O)c(CN(Cc3ccco3)C(=O)N3CCOCC3)cc2c1	-1	.	4	.	1.6	5	-2	1.2
CN1CCN(S(=O)(=O)c2ccc(SCCOc3ccc(Cl)cc3)nc2)CC1	7	.	0	3	-0.2	0	-6	1.3
CCC(CC)C(=O)Nc1cccc(C(=O)NC(C)(C)C)c1	2	1	10	1	0.0	-22	.	7.7
CN(C)S(=O)(=O)c1cccc(NC(=O)c2ccc(OC(F)(F)F)cc2)c1	-25	-1	2	-6	0.0	-19	1	.
CCNC(=O)c1cc(Cl)ccc1OC	1	.	-4	.	0.2	-2	0	-0.1
O=C(Nc1ccc(S(=O)(=O)N2CCOCC2)cc1)c1ccc(Cl)cc1Cl	-26	-9	2	-8	0.0	-16	4	.
CC(=O)c1ccc(N2CCCCC2)c(F)c1	36	.	-5	.	0.0	-11	-4	.
CCCN1C[C@@H](C)[C@H](OC)CN(C)C(=O)c2cc(NC(=O)Nc3c(C)noc3C)ccc2OC[C@H]1C	0	-5	2	-4	-0.2	8	-2	0.3
C=CCNC(=O)CSc1nc2ccccc2c(=O)n1CCc1ccc(OC)c(OC)c1	-2	-8	0	3	-0.2	-8	1	.
C=CCC[C@@H](Cc1ccc(F)cc1)C(=O)OC[C@@H](C)NC(=O)[C@H](CC=C)CC(=O)N(CCO)Cc1ccccc1	4	-14	7	-14	0.0	0	1	0.0
CCn1c(-c2ccccc2)csc1=Nc1ccc(S(=O)(=O)O)cc1	2	.	6	.	0.0	-12	8	-8.9
CCCn1ncc(C(=O)NC2CCCN(Cc3ccc(Cl)cc3)C2)c1C (stereo unspecified)	-4	-13	4	-12	0.1	-24	-6	.
O=c1c2ccccc2nnn1Cc1ccccc1Cl	-1	-16	-3	10	0.6	-5	1	.

Copied from the list:
For ERAP1 HTS inh, O=C(OCC(=O)N1CCCc2ccccc21)c1ccccc1OC(F)F has the entry -3
For S100A4 MyoIIA, FC(F)(F)c1ccccc1-n1c(-c2cnccn2)n[nH]c1=S has the entry 43

The listing continues.
SMILES	S100A4 MyoIIA	RAD54 branch	ERp5 block	esBAF inh	Xi reactivation	RAD52 anneal inh	ERAP1 HTS inh	E-sel inducer
O/N=C/c1ccc2ccccc2c1	-4	1	23	-1	0.2	-11	0	.
Cc1[nH]c2ccccc2c1C(=O)COC(=O)c1cccc(S(=O)(=O)N2CCCCC2)c1	.	1	.	10	0.0	.	.	1.9
C[C@H]1CN([C@@H](C)CO)C(=O)c2cc(NS(=O)(=O)c3ccc(Cl)cc3)ccc2O[C@H]1CN(C)C(=O)Nc1ccc(F)cc1	-2	-5	1	1	-0.6	4	-4	4.4
CCOc1ccc(NC(=O)CNC(=O)Cc2ccccc2)cc1	-5	-10	5	-6	0.0	-3	-5	5.6
CC(C)NC(=O)N(C)C[C@@H]1Oc2ccc(NC(=O)CCC(F)(F)F)cc2C(=O)N([C@H](C)CO)C[C@H]1C	21	2	0	-4	0.5	0	2	-3.2
CCN(CC)S(=O)(=O)c1ccc(Cl)c(NC(=O)c2cc(Cl)ccc2Cl)c1	0	-9	6	4	-0.2	3	-7	-0.1
O=C(Nc1cccc(F)c1)N1CCCCN2[C@H](CO)[C@@H](c3ccc(-c4ccncc4)cc3)[C@@H]2C1	2	3	9	.	0.0	-18	-1	0.7
Nc1c(C(=O)c2ccc(Br)cc2)oc2ccccc12	0	-2	-14	.	-0.1	-12	-1	1.4
COc1ccc(S(=O)(=O)NCC(=O)N(Cc2ccco2)C(C(=O)NC(C)(C)C)C(C)C)cc1 (stereo unspecified)	-1	.	0	0	0.0	0	1	-0.2
CC(C)(CNC(=O)c1sc2cc(F)ccc2c1Cl)N1CCOCC1	1	-1	2	.	0.0	-4	14	.
COc1cccc(-c2nn(-c3ccccc3)cc2/C=C(/NC(=O)c2ccccc2)C(=O)O)c1	-1	-14	-4	-5	0.1	0	4	.
CN(C)CC(=O)N1[C@H](C(=O)Nc2nccs2)[C@@H](CO)[C@@H]2Cn3c(ccc(C4=CCCCC4)c3=O)[C@@H]21	62	-1	-2	3	0.2	-4	1	1.0
CCN1C(=O)[C@H]2[C@@H](c3ccc(-c4ccccc4)c(OC)c3)N[C@@](Cc3ccccc3)(C(=O)OC)[C@H]2C1=O	2	-9	4	-3	0.0	-104	-2	0.0
COc1ccc(NC(=O)N(C)C[C@H]2Oc3ccc(NS(=O)(=O)c4ccc(Cl)cc4)cc3CC(=O)N([C@H](C)CO)C[C@@H]2C)cc1	-3	1	-5	-2	0.9	-2	-1	0.0
CCS(=O)(=O)Nc1ccc2c(c1)C(=O)N(C)C[C@@H](OC)[C@@H](C)CN(C(C)=O)[C@H](C)CO2	98*	-2	-1	-13	-0.3	10	1	0.2
CCOc1ccc(CNC2CCCc3ccccc32)cc1 (stereo unspecified)	-3	.	8	.	-0.4	-7	5	1.6
O=C(CSc1nc2ccccc2c(=O)n1CC1CCCO1)NCc1ccc2c(c1)OCO2 (stereo unspecified)	0	.	-4	.	0.5	-29	-5	.
CCOC(=O)C1CCN(C(=O)Cc2ccc(-c3ccccc3)cc2)CC1	1	-1	3	-7	-0.1	1	0	-0.1
COCCn1cc(C(=S)N2CCCCC2)c2ccccc21	4	.	0	.	0.0	4	-1	0.2
CO[C@@H]1CN(C)C(=O)c2ccc(NC(=O)C3CC3)cc2OC[C@@H](C)N(C(=O)c2cnccn2)C[C@H]1C	15	-9	0	-5	0.0	9	-1	-0.3
Cc1ccn2c(Cc3ccccc3)c(-c3ccc(F)cc3)nc2c1	-7	3	-1	45*	0.3	-61	-1	0.0
COc1ccc(NC(=O)CSc2nccn2Cc2ccco2)cc1OC	2	-25	-5	24	0.2	-15	1	-0.2
O=C(CNc1ccc(Br)cc1)Nc1ccc(S(=O)(=O)N2CCCC2)cc1	-4	2	0	-4	0.0	-19	2	1.0
CCOC(=O)c1cn(Cc2ccc(Cl)cc2Cl)c2cc(C)nn2c1=O	-1	2	2	-3	0.0	6	0	0.1
Cc1cccc(NC(=O)CNC(=O)[C@@H](Cc2ccccc2)NC(=O)[C@H]2O[C@@H](n3ccc(N)nc3=O)[C@H](O)[C@@H]2O)c1C	-17	.	3	.	0.0	-6	-2	-0.2
COc1cc(-c2nnc(-c3cccnc3)o2)cc(OC)c1OC	2	.	0	.	.	4	3	.
COc1cccc(CNc2nc3cc(-c4csc5ccccc45)sc3c(=O)n2C)c1	4	1	3	-4	0.1	-15	1	-0.1
O=C(COc1ccc(Cl)cc1)N1N=C(c2cccs2)CC1c1ccco1 (stereo unspecified)	-2	-5	1	4	0.0	-9	-1	-0.3

Structures from the list above that have bromine, in the order listed:
SMILES	S100A4 MyoIIA	RAD54 branch	ERp5 block	esBAF inh	Xi reactivation	RAD52 anneal inh	ERAP1 HTS inh	E-sel inducer
CCc1ccccc1NC(=O)CCS(=O)(=O)c1ccc(Br)cc1	-8	-6	7	-6	0.0	-8	-1	0.2
S=C(Nc1ccc(Br)cc1)N1CCn2cccc2C1c1cccnc1 (stereo unspecified)	-1	.	3	.	0.0	-19	-4	2.6
Nc1c(C(=O)c2ccc(Br)cc2)oc2ccccc12	0	-2	-14	.	-0.1	-12	-1	1.4
O=C(CNc1ccc(Br)cc1)Nc1ccc(S(=O)(=O)N2CCCC2)cc1	-4	2	0	-4	0.0	-19	2	1.0

Entries of single compounds, quoted from the list:
CCN(CC)S(=O)(=O)c1ccc(Cl)c(NC(=O)c2cc(Cl)ccc2Cl)c1 is entered as S100A4 MyoIIA: 0; RAD54 branch: -9; ERp5 block: 6; esBAF inh: 4; Xi reactivation: -0.2; RAD52 anneal inh: 3; ERAP1 HTS inh: -7; E-sel inducer: -0.1
CCN1C(=O)[C@H]2[C@@H](c3ccc(-c4ccccc4)c(OC)c3)N[C@@](Cc3ccccc3)(C(=O)OC)[C@H]2C1=O is entered as S100A4 MyoIIA: 2; RAD54 branch: -9; ERp5 block: 4; esBAF inh: -3; Xi reactivation: 0.0; RAD52 anneal inh: -104; ERAP1 HTS inh: -2; E-sel inducer: 0.0
O=C(COc1ccc(Cl)cc1)N1N=C(c2cccs2)CC1c1ccco1 (stereo unspecified) is entered as S100A4 MyoIIA: -2; RAD54 branch: -5; ERp5 block: 1; esBAF inh: 4; Xi reactivation: 0.0; RAD52 anneal inh: -9; ERAP1 HTS inh: -1; E-sel inducer: -0.3

Compound activity as filed in PubChem.
